LRH-1 inv ag – NR5A2 inverse agonism in reporter assay; HEK293T StAR-luciferase reporter, LRH-1 transfected, 24 h; O00482; inhibition, % at 3.6 µM; 0.13% of 360,000 active;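 active means inhibition above the mean inhibition of all tested compounds plus 3 SD, cut at about 73% in these data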;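 further: 0% = DMSO wells and 100% = reporter-only cells lacking LRH-1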
Vif inh – inhibitors of HIV Vif | HEK293T cells, Vif self-association by quenched fluorescence, imaging, 24 h | inhibition, % at 7.49 µM | 0.35% of 340,000 active; in the data active means inhibition above about 50%, passing the limit was not always enough; further: some results filed as inactive read as strong as hits
NCOA2 inhibitor – inhibits human steroid receptor coactivator 2; HEK293 GAL4-SRC2 luciferase reporter, luminescence; inhibition, % at 9 µM; 0.17% of 370,000 active; AID 651957;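 active means inhibition above the mean inhibition of all tested compounds plus 3 SD, set per campaign, cut at about 52% in these data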;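 further: 0% = DMSO treated cells and 100% = cells given Gossypol at 36 µM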
Target sequence (Q15596 whole entry, looked up, the tested form may be a part): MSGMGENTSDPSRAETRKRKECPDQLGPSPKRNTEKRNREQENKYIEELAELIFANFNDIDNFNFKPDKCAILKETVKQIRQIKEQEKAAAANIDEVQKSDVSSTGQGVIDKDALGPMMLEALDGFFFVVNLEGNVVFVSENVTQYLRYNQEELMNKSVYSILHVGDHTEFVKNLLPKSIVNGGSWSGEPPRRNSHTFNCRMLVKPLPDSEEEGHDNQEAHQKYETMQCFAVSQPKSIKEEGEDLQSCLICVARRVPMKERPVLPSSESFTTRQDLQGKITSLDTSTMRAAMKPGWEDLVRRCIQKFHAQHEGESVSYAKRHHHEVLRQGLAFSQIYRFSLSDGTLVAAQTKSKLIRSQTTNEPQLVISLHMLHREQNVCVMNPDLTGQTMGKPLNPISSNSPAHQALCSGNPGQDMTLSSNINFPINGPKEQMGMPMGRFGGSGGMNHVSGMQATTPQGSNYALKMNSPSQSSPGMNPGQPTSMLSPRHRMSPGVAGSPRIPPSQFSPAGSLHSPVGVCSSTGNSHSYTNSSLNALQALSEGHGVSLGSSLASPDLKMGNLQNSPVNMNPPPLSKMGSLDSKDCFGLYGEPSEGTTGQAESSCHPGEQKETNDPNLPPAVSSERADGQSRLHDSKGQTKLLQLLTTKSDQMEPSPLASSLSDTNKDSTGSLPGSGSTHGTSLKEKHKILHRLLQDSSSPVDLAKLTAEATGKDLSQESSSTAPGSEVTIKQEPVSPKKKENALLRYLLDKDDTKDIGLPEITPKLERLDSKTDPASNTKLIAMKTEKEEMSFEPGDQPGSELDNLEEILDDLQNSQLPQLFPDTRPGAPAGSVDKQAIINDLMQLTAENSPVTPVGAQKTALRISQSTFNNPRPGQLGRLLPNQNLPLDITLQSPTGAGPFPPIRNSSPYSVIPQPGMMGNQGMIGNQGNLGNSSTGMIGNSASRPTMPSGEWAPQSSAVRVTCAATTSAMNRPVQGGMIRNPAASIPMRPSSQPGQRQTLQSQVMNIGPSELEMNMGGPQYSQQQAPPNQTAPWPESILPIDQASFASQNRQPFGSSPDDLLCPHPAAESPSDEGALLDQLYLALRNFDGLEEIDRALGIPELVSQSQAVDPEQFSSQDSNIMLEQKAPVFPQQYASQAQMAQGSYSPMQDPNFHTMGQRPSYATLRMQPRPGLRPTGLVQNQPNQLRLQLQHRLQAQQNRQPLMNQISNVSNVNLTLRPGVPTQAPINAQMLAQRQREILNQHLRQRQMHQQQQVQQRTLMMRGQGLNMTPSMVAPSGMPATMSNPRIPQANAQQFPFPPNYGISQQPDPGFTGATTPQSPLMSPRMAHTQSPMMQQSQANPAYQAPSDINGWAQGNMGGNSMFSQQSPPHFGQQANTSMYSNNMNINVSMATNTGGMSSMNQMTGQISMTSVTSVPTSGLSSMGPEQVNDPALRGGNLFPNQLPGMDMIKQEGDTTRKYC
NOD2-RIPK2 inh – blocks binding of human NOD2 to RIPK2; AID 624267; O43353; CHO BLA complementation NOD2-RIPK2, CCF4 ratio; inhibition, % at 4.98 µM; 0.38% of 360,000 active; in the data active means inhibition above about 21%;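 further: 0% = vehicle only and 100% = reference blocker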
TROY NFkB inh – inhibitors of TROY-dependent NF-kB signaling; Q293 LMP1-TROYcd NF-kB luciferase reporter, 4 h; inhibition, % at 10 µM; 0.98% of 360,000 active; AID 1347056;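 active means compounds whose plate-normalised and pattern-corrected inhibition of the luciferase reporter signal at the single screening dose is 50% or more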
LMP1 NFkB inh – reduces LMP1-driven NF-kappaB luciferase signal; LMP1-induced NF-kappaB luciferase reporter cells, luminescence; 0.69% of 350,000 active; inhibition, % at 12.5 µM; in the data active means inhibition above about 41%;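 further: 0% = neutral control wells and 100% = reference inhibitor control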
TLR9-MyD88 inh – blocks human TLR9 binding to MyD88. Q9NR96+Q99836. CHO BLA complementation TLR9-MyD88, CCF4 FRET ratio. inhibition, % at 4.98 µM. 0.21% of 340,000 active. AID 504734;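 active means inhibition above the mean over all tested compounds plus 3 SD, cut at about 21% in these data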;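 further: 0% = DMSO only wells and 100% = clavulanate BLA inhibitor control wells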
SRC3 inh – inhibitors of human steroid receptor coactivator 3 (SRC3). Q9Y6Q9. HEK293 GAL4-SRC3 luciferase reporter, luminescence. inhibition, % at 3.6 µM. 0.17% of 360,000 active;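 active means inhibition above a per-campaign cutoff, the mean of all compounds plus 3 SD, cut at about 60% in these data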;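 further: 0% = DMSO-treated cells and 100% = gossypol-treated cells at 36 µM; higher means less SRC3-driven luciferase light from the GAL4 reporter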
NR2F2 inh – blocks human COUP-TFII nuclear receptor. HEK293T NGFI-A luciferase reporter, luminescence. 0.7% of 370,000 active. inhibition, % at 8.6 µM. P24468;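 active means inhibition above a per-plate cutoff, mean inhibition of test wells between control levels plus 3 SD, cut at about 38% in these data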;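 further: cells cotransfected with COUP-TFII expression vector driving the NGFI-A reporter; 0% = median of COUP-TF2 test wells and 100% = reporter-only cells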
TRAIL sens C8 – sensitizes caspase-8 expressing cells to TRAIL. NB7+C8 cells + TRAIL, ATPlite viability luminescence. inhibition (viability loss, TRAIL sensitization), % at 10 µM. 1% of 360,000 active;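 active means compounds causing at least 50% loss of cell viability in the single-dose screen, relative to plate controls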
NCOA1 inh – inhibitors of human steroid receptor coactivator 1 (SRC1). inhibition, % at 3.6 µM. HEK293 GAL4-SRC1 luciferase reporter, luminescence. 0.12% of 360,000 active. AID 588354. Q15788;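 active means inhibition above the campaign mean plus 3 SD, with each screening campaign given its own cutoff, cut at about 60% in these data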;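 further: 0% = DMSO treated cells and 100% = gossypol at 36 µM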
* hit, by the source's call. Some of the compounds tested. The share of hits here may be higher or lower than overall.

O=C(O)C1C2C=CC3(O2)C1C(=O)N1c2ccccc2C2OCCC2C13 (centres undefined) was read as LRH-1 inv ag 15, Vif inh -2, NCOA2 inhibitor 9, NOD2-RIPK2 inh -1, TROY NFkB inh -7, LMP1 NFkB inh -4, TLR9-MyD88 inh -4, SRC3 inh 11, NR2F2 inh 26, TRAIL sens C8 7 and NCOA1 inh -13.
Screening N#Cc1cc(C(=O)c2cc(F)ccc2O)cn(-c2nccs2)c1=O returned LRH-1 inv ag 2, Vif inh -1, NCOA2 inhibitor -20, NOD2-RIPK2 inh 3, TROY NFkB inh 6, LMP1 NFkB inh 5, TLR9-MyD88 inh -11, SRC3 inh 3, NR2F2 inh -6, TRAIL sens C8 -10 and NCOA1 inh -1.
Screening CC12CCC(C(=O)C1)C1(C)CCCC(=O)C21 (centres undefined) returned LRH-1 inv ag 9, Vif inh -6, NCOA2 inhibitor 17, NOD2-RIPK2 inh -8, TROY NFkB inh 5, LMP1 NFkB inh -2, TLR9-MyD88 inh -4, SRC3 inh 6, NR2F2 inh -14, TRAIL sens C8 3 and NCOA1 inh 12.
Screening COc1cc(-c2nnc(COC(=O)c3cccn3C)o2)cc(OC)c1OC returned LRH-1 inv ag -1, Vif inh -1, NCOA2 inhibitor -10, NOD2-RIPK2 inh 7, TROY NFkB inh -3, LMP1 NFkB inh 4, TLR9-MyD88 inh -6, SRC3 inh -9, NR2F2 inh 2, TRAIL sens C8 -4 and NCOA1 inh -5.
CCNC(=O)N1c2ccccc2Sc2ccccc21 was read as LRH-1 inv ag 4, Vif inh -4, NCOA2 inhibitor 2, NOD2-RIPK2 inh -3, TROY NFkB inh 2, LMP1 NFkB inh -17, TLR9-MyD88 inh -3, SRC3 inh 10, NR2F2 inh 5, TRAIL sens C8 -2 and NCOA1 inh 24.
Screening Cn1c(NCCCO)nc2ccccc21 returned LRH-1 inv ag -10, Vif inh -14, NCOA2 inhibitor 2, NOD2-RIPK2 inh -2, TROY NFkB inh 11, LMP1 NFkB inh 3, TLR9-MyD88 inh -1, SRC3 inh 12, NR2F2 inh -5, TRAIL sens C8 -10 and NCOA1 inh -19.
For Clc1ccc(CSc2ncnc3c2ncn3C2CCCCO2)cc1 (centres undefined) the results were LRH-1 inv ag -68, Vif inh -10, NCOA2 inhibitor -20, NOD2-RIPK2 inh -2, TROY NFkB inh 3, LMP1 NFkB inh -12, TLR9-MyD88 inh -7, SRC3 inh -24, NR2F2 inh -2, TRAIL sens C8 17 and NCOA1 inh -41.
CNC(=S)N1C2CCCC1CC(NC(=O)c1ccc(F)cc1)C2 (centres undefined) was read as LRH-1 inv ag 10, Vif inh -2, NCOA2 inhibitor 15, NOD2-RIPK2 inh -6, TROY NFkB inh 21, LMP1 NFkB inh -1, TLR9-MyD88 inh -7, SRC3 inh 4, NR2F2 inh 2, TRAIL sens C8 -19 and NCOA1 inh 8.
CNC(=O)c1c(NC(=O)c2ccc(S(=O)(=O)N3CC(C)OC(C)C3)cc2)sc2c1CCN(C(C)C)C2 (centres undefined) was read as LRH-1 inv ag -13, Vif inh 15, NCOA2 inhibitor -5, NOD2-RIPK2 inh -2, TROY NFkB inh 12, LMP1 NFkB inh -5, TLR9-MyD88 inh -1, SRC3 inh -23, NR2F2 inh 5, TRAIL sens C8 -34 and NCOA1 inh -114.
Screening CCc1nc2c(OCC(=O)c3ccc(Cl)cc3Cl)cccn2c1N(C=O)Cc1ccc(OC)cc1 returned LRH-1 inv ag -9, Vif inh -1, NCOA2 inhibitor 12, NOD2-RIPK2 inh -3, TROY NFkB inh -3, SRC3 inh -6, NR2F2 inh 1, TRAIL sens C8 -6 and NCOA1 inh -7.
CNC(=O)c1ccccc1F was read as LRH-1 inv ag 12, Vif inh 3, NCOA2 inhibitor -25, NOD2-RIPK2 inh -4, TROY NFkB inh -9, LMP1 NFkB inh -13, TLR9-MyD88 inh 1, SRC3 inh -23, NR2F2 inh -4, TRAIL sens C8 3 and NCOA1 inh 1.
For COc1ccc(Cl)cc1NC(=O)CNc1ccc(F)cc1C the results were LRH-1 inv ag -12, Vif inh 2, NCOA2 inhibitor -38, NOD2-RIPK2 inh 2, TROY NFkB inh 15, LMP1 NFkB inh -6, TLR9-MyD88 inh -2, SRC3 inh 16, NR2F2 inh -1, TRAIL sens C8 -3 and NCOA1 inh -5.
For O=C(c1ccco1)N1CCN(c2nc(C(F)(F)F)nc3c2nnn3Cc2ccccc2)CC1 the results were LRH-1 inv ag -19, Vif inh -17, NCOA2 inhibitor -7, NOD2-RIPK2 inh -14, TROY NFkB inh 53*, LMP1 NFkB inh -9, TLR9-MyD88 inh -7, SRC3 inh 9, NR2F2 inh -3, TRAIL sens C8 9 and NCOA1 inh 14.
Screening COc1ccc(NC(=O)c2ccc(NC(=O)c3ccncc3)cc2)cc1 returned LRH-1 inv ag 3, Vif inh 0, NCOA2 inhibitor -19, NOD2-RIPK2 inh -5, TROY NFkB inh -4, LMP1 NFkB inh -7, TLR9-MyD88 inh -13, SRC3 inh -3, NR2F2 inh 0, TRAIL sens C8 -12 and NCOA1 inh -3.
Screening C=CCN1C(=O)c2ccccc2Sc2ccc(C(=O)NC(C)C)cc21 returned LRH-1 inv ag 8, Vif inh -2, NCOA2 inhibitor -5, NOD2-RIPK2 inh -9, TROY NFkB inh 19, LMP1 NFkB inh -12, TLR9-MyD88 inh -3, SRC3 inh -9, NR2F2 inh 17, TRAIL sens C8 1 and NCOA1 inh 21.

The list goes on, starting with the last three of the part before.
For O=C(c1ccco1)N1CCN(c2nc(C(F)(F)F)nc3c2nnn3Cc2ccccc2)CC1 the results were LRH-1 inv ag -19, Vif inh -17, NCOA2 inhibitor -7, NOD2-RIPK2 inh -14, TROY NFkB inh 53*, LMP1 NFkB inh -9, TLR9-MyD88 inh -7, SRC3 inh 9, NR2F2 inh -3, TRAIL sens C8 9 and NCOA1 inh 14.
Screening COc1ccc(NC(=O)c2ccc(NC(=O)c3ccncc3)cc2)cc1 returned LRH-1 inv ag 3, Vif inh 0, NCOA2 inhibitor -19, NOD2-RIPK2 inh -5, TROY NFkB inh -4, LMP1 NFkB inh -7, TLR9-MyD88 inh -13, SRC3 inh -3, NR2F2 inh 0, TRAIL sens C8 -12 and NCOA1 inh -3.
Screening C=CCN1C(=O)c2ccccc2Sc2ccc(C(=O)NC(C)C)cc21 returned LRH-1 inv ag 8, Vif inh -2, NCOA2 inhibitor -5, NOD2-RIPK2 inh -9, TROY NFkB inh 19, LMP1 NFkB inh -12, TLR9-MyD88 inh -3, SRC3 inh -9, NR2F2 inh 17, TRAIL sens C8 1 and NCOA1 inh 21.
COc1ccc(NC(=O)COC(=O)CNC(=O)C2CCCCC2)cc1OC was read as LRH-1 inv ag -33, Vif inh -11, NCOA2 inhibitor -34, NOD2-RIPK2 inh -15, TROY NFkB inh -22, LMP1 NFkB inh -3, TLR9-MyD88 inh -11, SRC3 inh 14, NR2F2 inh 15, TRAIL sens C8 3 and NCOA1 inh -30.
`COc1cc2ccccc2cc1C(=O)NCC(c1cccs1)N(C)C` (centres undefined) gave LRH-1 inv ag -109, Vif inh -2, NCOA2 inhibitor -75, NOD2-RIPK2 inh -4, TROY NFkB inh -36, LMP1 NFkB inh -124, TLR9-MyD88 inh 9, SRC3 inh -49, NR2F2 inh -30, TRAIL sens C8 35 and NCOA1 inh -67.
O=C(O)C1CCN(C(=O)c2ccccc2C(=O)N2CCC(C(=O)O)CC2)CC1 was read as LRH-1 inv ag -13, Vif inh 4, NCOA2 inhibitor -6, NOD2-RIPK2 inh -7, TROY NFkB inh -13, LMP1 NFkB inh -1, TLR9-MyD88 inh -1, SRC3 inh 12, NR2F2 inh 5, TRAIL sens C8 -2 and NCOA1 inh 12.
O=C(/C=C/c1ccccc1Cl)Nc1cccc(O)c1 was read as LRH-1 inv ag -163, Vif inh -13, NCOA2 inhibitor -11, NOD2-RIPK2 inh -3, TROY NFkB inh -42, LMP1 NFkB inh 21, TLR9-MyD88 inh -11, SRC3 inh -83, NR2F2 inh -19, TRAIL sens C8 72* and NCOA1 inh -97.
Screening Cc1cnc(C(=O)OCC(=O)Nc2cc(-c3ccccc3)nn2-c2ccccc2)cn1 returned LRH-1 inv ag -10, Vif inh -10, NCOA2 inhibitor -22, NOD2-RIPK2 inh 6, TROY NFkB inh -1, LMP1 NFkB inh 6, TLR9-MyD88 inh 2, SRC3 inh 10, NR2F2 inh 6, TRAIL sens C8 -7 and NCOA1 inh -7.
For Cc1ccc(CNC(=O)/C=C/c2ccc(S(=O)(=O)N3CCOCC3)cc2)cc1 the results were LRH-1 inv ag -3, Vif inh -7, NCOA2 inhibitor -20, NOD2-RIPK2 inh 7, TROY NFkB inh 5, LMP1 NFkB inh -1, TLR9-MyD88 inh -3, SRC3 inh -4, NR2F2 inh 2, TRAIL sens C8 1 and NCOA1 inh -10.
`O=C(O)CCc1ccc(-c2ccccc2)n1CC(=O)Nc1cccc(C(F)(F)F)c1` gave LRH-1 inv ag 3, Vif inh 0, NCOA2 inhibitor 2, NOD2-RIPK2 inh -1, TROY NFkB inh 1, LMP1 NFkB inh -1, TLR9-MyD88 inh -2, SRC3 inh -2, NR2F2 inh 11, TRAIL sens C8 -6 and NCOA1 inh 2.
For CCN(CC(=O)Nc1ccc(NC(C)=O)cc1)CC(=O)Nc1ccccc1C(=O)c1ccccc1 the results were LRH-1 inv ag -2, Vif inh 29, NCOA2 inhibitor -23, NOD2-RIPK2 inh -9, TROY NFkB inh -15, LMP1 NFkB inh -11, TLR9-MyD88 inh -12, SRC3 inh 2, NR2F2 inh 21, TRAIL sens C8 -10 and NCOA1 inh -8.
For C=CCNC(=O)c1cn(CC)c2cc(N3CCN(C(=O)c4ccco4)CC3)c(F)cc2c1=O the results were LRH-1 inv ag 10, Vif inh 3, NCOA2 inhibitor -4, NOD2-RIPK2 inh -5, TROY NFkB inh -28, LMP1 NFkB inh -2, TLR9-MyD88 inh -6, SRC3 inh 20, NR2F2 inh -9, TRAIL sens C8 10 and NCOA1 inh 12.
COc1cccc(CC(=O)OC(C)C(=O)Nc2ccc(N3CCOCC3)cc2)c1 (centres undefined) was read as LRH-1 inv ag 11, NCOA2 inhibitor 3, NOD2-RIPK2 inh -3, TROY NFkB inh -34, LMP1 NFkB inh -1, TLR9-MyD88 inh -11, SRC3 inh -15, NR2F2 inh -10, TRAIL sens C8 -5 and NCOA1 inh -3.
Screening CCOC(=O)c1sc2nc3c(SCC(=O)O)cc(C(=O)c4ccccc4O)cn3c(=O)c2c1C returned LRH-1 inv ag 1, Vif inh -1, NCOA2 inhibitor 7, NOD2-RIPK2 inh 0, TROY NFkB inh -16, LMP1 NFkB inh -6, TLR9-MyD88 inh 1, SRC3 inh 15, NR2F2 inh 11, TRAIL sens C8 53* and NCOA1 inh -17.
Screening Cc1cc(C)n2c(SCCC(C)C)nnc2n1 returned LRH-1 inv ag -44, NCOA2 inhibitor -22, NOD2-RIPK2 inh -10, TROY NFkB inh -41, LMP1 NFkB inh -6, TLR9-MyD88 inh -5, SRC3 inh -10, NR2F2 inh -15, TRAIL sens C8 3 and NCOA1 inh -15.
